TAAR1 antagonist: human TAAR1 antagonism; CHO RD-HGA16 TAAR1, Fluo-8 calcium fluorescence, antagonist; AID 624466; inhibition, % at 3 µM; actives 1.5% (n = 360,000);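 active = inhibition above a per-plate cutoff, the mean inhibition of test compounds on that plate plus 3 SD, cut at about 49% in these data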;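 note: 0% = DMSO plus EC80 beta-PEA response and 100% = DMSO alone without agonist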
Target sequence (Q96RJ0 whole entry, looked up): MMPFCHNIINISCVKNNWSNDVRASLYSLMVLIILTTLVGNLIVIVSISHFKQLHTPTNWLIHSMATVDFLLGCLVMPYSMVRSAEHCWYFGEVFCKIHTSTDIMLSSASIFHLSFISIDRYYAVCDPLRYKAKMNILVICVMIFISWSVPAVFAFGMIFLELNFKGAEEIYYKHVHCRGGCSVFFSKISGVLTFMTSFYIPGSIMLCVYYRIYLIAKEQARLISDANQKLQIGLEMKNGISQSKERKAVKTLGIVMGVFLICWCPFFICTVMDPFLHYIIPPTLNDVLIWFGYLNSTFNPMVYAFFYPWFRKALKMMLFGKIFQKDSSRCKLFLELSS
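System: RD-HGA16 CHO cells with stable hTAAR1 and Gα16 | Probe or stimulus: EC80 β-phenethylamine stimulus | Dosing: 3 µM, single point | Times: Dye loading 75 min at 37 °C, then 30 min room temperature | Measured by: Fluo-8 calcium-sensitive fluorescence | Read-out basis: % inhibition of agonist calcium response | Replicates: n of 1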
V1aR counter: counter-screen for oxytocin receptor agonists: human V1a receptor agonists; CHO-V1R cells, Fluo-8 calcium fluorescence, agonist mode; 0% DMSO, 100% 3 nM vasopressin; activation, % at 3 µM; actives 0.25% (n = 320,000);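 active = activation above the mean activation of all tested compounds plus 3 SD, per screening run, cut at about 20% in these data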;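 note: signal is peak over basal fluorescence ratio across a 100 second FLIPR read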
OXTR agonist: activates the human oxytocin receptor. P30559. activation, % at 3 µM. actives 0.32% (n = 320,000). AID 2435. CHO-OTR cells, Fluo-8 calcium fluorescence; normalized: DMSO 0%, oxytocin 100%;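 active = activation above the mean of all tested compounds plus 3 SD, cutoff set per screening run, cut at about 20% in these data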;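 note: peak over basal fluorescence ratio from a 100 s FLIPR kinetic read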
TAAR1 ag: human TAAR1 agonism; Q96RJ0; CHO RD-HGA16 TAAR1, Fluo-8 calcium fluorescence; vehicle wells 0%, saturating PEA agonist 100%; AID 624467; activation, % at 3 µM; actives 0.99% (n = 360,000);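 active = activation above the mean activation of all test compounds in the run plus 3 SD, cut at about 38% in these data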
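Assay system: CHO-derived RD-HGA16 cells with stable Gα16 and human TAAR1; timing: 17-24 h seeding, 75 min 37 °C dye, 30 min RT; read-out: % activation from peak over basal fluorescence ratio, DMSO-to-PEA scaled; measured by: kinetic Fluo-8 calcium fluorescence; benchmarks: low control DMSO, high control PEA (EC100); doses: 3 µM single concentration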
CHO parental Ca: signal in parental CHO cells, OX1R antagonist counter-screen | inhibition, % at 5.6 µM | AID 463079 | actives 0.63% (n = 330,000) | parental CHO-K1, ATP-induced calcium, Fluo-8 fluorescence;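 active = inhibition above that plate's mean sample inhibition plus 3 SD, cut at about 26% in these data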;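 note: 0% = ATP-challenged DMSO wells and 100% = DMSO wells without ATP; some compounds past the cut are filed as inactive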
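Assay system: parental CHO cells; Read-out basis: percent inhibition of ATP-evoked calcium rise, normalized to controls; Benchmarks: ATP and no-ATP DMSO wells; Compound dosing: single nominal dose of 5.6 µM per compound; Signal: Fluo-8 calcium dye fluorescence; Also added: ATP as calcium-mobilizing challenge; Repeats: singlicate.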
M1 antag: antagonists of human M1 muscarinic receptor | AID 588852 | CHO-K1 hM1, Fluo-8 calcium fluorescence, ACh EC80 antagonist | actives 1.3% (n = 360,000) | inhibition, % at 3 µM | P11229;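 active = percent inhibition above its own plate's cutoff, namely the mean of that plate's compound wells plus 3 SD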;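 note: peak over basal fluorescence ratio during 140 s after agonist addition; 0% = ACh EC80 plus DMSO and 100% = DMSO alone without agonist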
Target sequence (P11229 whole entry, looked up): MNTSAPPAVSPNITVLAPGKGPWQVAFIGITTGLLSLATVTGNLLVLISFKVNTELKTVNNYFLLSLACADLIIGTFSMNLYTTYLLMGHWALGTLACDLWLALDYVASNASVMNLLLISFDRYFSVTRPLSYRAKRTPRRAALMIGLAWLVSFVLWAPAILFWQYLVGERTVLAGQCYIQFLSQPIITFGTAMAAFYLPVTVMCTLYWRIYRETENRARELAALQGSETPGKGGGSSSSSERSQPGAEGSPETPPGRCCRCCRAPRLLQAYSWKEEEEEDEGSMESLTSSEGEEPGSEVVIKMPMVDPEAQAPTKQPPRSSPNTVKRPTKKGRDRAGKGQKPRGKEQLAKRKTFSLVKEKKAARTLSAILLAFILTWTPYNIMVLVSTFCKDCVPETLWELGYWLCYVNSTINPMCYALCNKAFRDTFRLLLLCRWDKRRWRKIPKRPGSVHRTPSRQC
CHRM1 PAM: positive allosteric modulators of human M1 muscarinic receptor | P11229 | CHO-K1 hM1, Fluo-8 calcium fluorescence, ACh EC20; 0% = ACh EC20, 100% = maximal ACh | activation, % at 3 µM | actives 0.088% (n = 360,000) | AID 588819; in the data active = activation above about 19%, passing the limit was not always enough
OXTR potentiate: potentiates the human oxytocin receptor response; actives 0.061% (n = 320,000); CHO-OTR cells, Fluo-8 calcium fluorescence, potentiator mode; 0% = oxytocin EC15, 100% = EC100; P30559; activation, % at 3 µM;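 active = activation above that plate's cutoff, the mean activation of tested compounds plus 3 SD, cut at about 6.6% in these data, passing the limit was not always enough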;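 note: 100% uses oxytocin at 75 nM as the full agonist control; some results filed as inactive read as strong as hits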
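Assay system: CHO-OTR cells, human receptor / Also added: oxytocin at about EC15, sub-maximal agonist stimulus / Dosing: single dose, 3.0 µM nominal final compound concentration / Incubation: 6 min pre-incubation, 100 s read / Technique: Fluo-8 calcium dye fluorescence / Read-out: % activation vs EC15 and EC100 oxytocin / Benchmarks: EC15 oxytocin low, 75 nM oxytocin high / Replicates: singlicate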
CHRM1 agonist: activates human CHRM1 receptor. P11229. CHO-K1 hM1, Fluo-8 calcium fluorescence, agonist mode; 0% DMSO, 100% acetylcholine EC100. activation, % at 3 µM. actives 0.33% (n = 360,000). AID 588814;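 active = activation above the run's mean compound activation plus 3 SD, cut at about 16% in these data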;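 note: peak over basal fluorescence ratio within a 140 s kinetic read after compound addition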
Active calls of the source: *; / = not tested or not shown; & = joins results of further samples. This is a random part of the collection; about 3.7% have a hit in one of these screens.

canonical_smiles,TAAR1 antagonist,V1aR counter,OXTR agonist,TAAR1 ag,CHO parental Ca,M1 antag,CHRM1 PAM,OXTR potentiate,CHRM1 agonist
O=C(NCCc1cccs1)Nc1ccc2nc([C@@H]3O[C@H](CO)[C@@H](O)[C@H]3O)[nH]c2c1,-11,/,/,13,/,-21,13,/,-1
N#Cc1cc(-c2ccccc2)nc(NN)n1,26,-2.8,-2.7,-1,-27,7,-7,-12,-6
Cc1ccc(Cl)cc1N1CCN(C(=O)c2ccccc2SCC(=O)N2CCCC2)CC1,4,6.7,8.9,3,-31,6,0,-11,-3
Cc1ccc(C(=O)C(=S)N2CCOCC2)cc1,3,0.9,-1.1,1,-4,8,2,-2,-3
Nc1sc2c(c1C(=O)NCCc1ccccc1)CCC2,29,-1.3,0.3,54*,-6,-6,3,-8,-1
Cc1ccc(-n2c(CNC(=O)c3cccs3)nnc2SCC(=O)NO)cc1,-12,0.6,0.9,-1,-8,-8,10,-6,-2
Cc1cnc(C(=O)OCC(=O)Nc2cc(S(=O)(=O)N3CCCCC3)ccc2Cl)cn1,-8,1.0,0.2,3,-2,-10,3,-1,-10
COc1ccc(CNC(=O)N2CCN(c3ccc(F)cc3)CC2)cc1Cl,1,13,6.5,4,-9,2,-1,-4,-2
O=C(NCCc1ccccc1)c1cc(-c2ccccc2)c(N2CCOCC2)s1,16,-0.6,-0.7,-1,-11,-1,11,-8,9
O=c1c2nnn(Cc3ccccc3)c2ncn1-c1ccccc1,-5,0.7,-0.9,8,10,-16,2,-14,-5
C=CCn1c(=O)c(C(=O)Nc2ncccc2C)c(O)c2ccccc21,-3,/,/,6,/,-9,6,/,-8
O=C(Nc1cccnc1Cl)c1cc([N+](=O)[O-])ccc1Cl,-16,-0.4,-0.3,3,-2,8,-7,-6,-3
COc1cc(OC)cc(-n2nc(C(=O)NCCCN3CCOCC3)c3ccccc3c2=O)c1,1,0.4,-0.2,5,-26,-39,5,-9,-6
CC(C)OC(=O)NCCOC(=O)Nc1ccc(Cl)c(Cl)c1,28,5.1,13,5,50*,22,-4,-21,1
CCN(CC)S(=O)(=O)c1ccc(N2CCOCC2)c(NC(=O)c2nn(C)c(=O)c3ccccc23)c1,10,/,/,3,/,20,-7,/,-3
Cc1ccc(NC(=S)Nc2cccc3cnccc23)cc1C,28,0.9,-0.9,2,-15,0,-4,-3,-14
CCCOc1ccc(CSC(=N)N)cc1C(=O)OC,-33,-1.0,-0.4,7,-5,-4,4,1,-7
CCNC(=O)N1CCC(n2nccc2NC(=O)CCOc2ccccc2)CC1,-34,4.4,1.1,7,-5,-7,6,1,-2
CC1Oc2ccccc2N(CC(=O)NC2CC2)C1=O (configuration not stated),-12,-1.0,0.6,0,8,-10,9,-4,0
CCc1c(C)sc(NC(=S)NC(C)C2CCCO2)c1C(=O)OC (configuration not stated),4,-0.8,-2.1,5,-3,-3,5,-8,-5
COc1ccc(C(=O)NC(C)CCc2ccccc2)c(O)c1 (configuration not stated),-7,/,/,0,/,0,0,/,-2
CCCc1cc(=O)[nH]c(SCC(=O)Nc2cc(C)on2)n1,-12,0.2,0.4,2,-2,-7,13,6,-4
CCOC(=O)c1ccccc1NC(=O)CSc1ncc(C(=O)OCC)c(N)n1,-8,2.9,-1.5,10,-3,-8,6,-18,-1
Nc1nc(SCCO)[nH]c(=O)c1NC(=O)c1ccco1,-4,-0.1,0.8,7,3,-2,4,-4,-2
CC(C)Cn1c(-c2ccncc2)n[nH]c1=S,-5,-0.6,0.1,1,-3,-6,13,-4,-7
O=C(CN(Cc1cccs1)C(=O)CNS(=O)(=O)c1ccc(Cl)cc1)NCc1ccco1,18,-0.2,0.4,8,-22,-9,7,-7,-3
O=C(CN(C(=O)c1csnn1)c1ccccc1Cl)NCCc1ccccc1,0,3.8,-0.1,0,-13,-2,4,-1,0
Cc1ccc(S(=O)(=O)NN=C2CCc3ccccc32)cc1,-12,/,/,2,/,-5,1,/,1
CCOc1ccccc1C(=O)NC(CO)C(=O)O (configuration not stated),6,0.4,1.0,-1,0,-5,7,5,-1
c1ccc2c(c1)CC(N1CCCCC1)c1ccccc1N2 (configuration not stated),-6,0.5,-0.7,10,-10,-4,8,-8,-5

Of the compounds above, four contain an NH in an aromatic ring.
canonical_smiles,TAAR1 antagonist,V1aR counter,OXTR agonist,TAAR1 ag,CHO parental Ca,M1 antag,CHRM1 PAM,OXTR potentiate,CHRM1 agonist
O=C(NCCc1cccs1)Nc1ccc2nc([C@@H]3O[C@H](CO)[C@@H](O)[C@H]3O)[nH]c2c1,-11,/,/,13,/,-21,13,/,-1
CCCc1cc(=O)[nH]c(SCC(=O)Nc2cc(C)on2)n1,-12,0.2,0.4,2,-2,-7,13,6,-4
Nc1nc(SCCO)[nH]c(=O)c1NC(=O)c1ccco1,-4,-0.1,0.8,7,3,-2,4,-4,-2
CC(C)Cn1c(-c2ccncc2)n[nH]c1=S,-5,-0.6,0.1,1,-3,-6,13,-4,-7

(further entries)
canonical_smiles,TAAR1 antagonist,V1aR counter,OXTR agonist,TAAR1 ag,CHO parental Ca,M1 antag,CHRM1 PAM,OXTR potentiate,CHRM1 agonist
COc1ccccc1NC(=O)COC(=O)[C@@H]1CCCN1C(=O)c1cccs1,-11,-0.9,-1.9,1,-18,3,0,-6,-2
COc1ccc(CNC(=O)c2sc3nc4c(c(C(F)(F)F)c3c2N)CCC4)cc1OC,-23,1.4,-0.3,8,-25,-13,10,-5,-7
Cn1c(SCCC#N)nnc1-c1ccc(F)cc1,/,1.0,0.5,/,-9,10,0,0,-4
COc1ccc(CCNC(=O)CSc2nc3c(c(=O)n(C)c(=O)n3C)n2C(C)C)cc1OC,9,-0.7,-0.7,4,-6,-12,2,-8,-4
CC(C)(C)NC(=O)NC(=O)COC(=O)CNS(=O)(=O)c1ccc(Br)cc1Cl,14,6.5,6.0,3,-9,8,0,-30,-1
O=C(NCc1ccccn1)c1cc(-c2ccncc2)nc2ccccc12,8,-0.7,-1.2,6,-13,-8,5,-1,-1
CCCCn1c(N)c(N(CCC(C)C)C(=O)C2CCN(C(=O)c3ccccc3C)CC2)c(=O)[nH]c1=O,-9,-0.3,-0.6,-1,-14,-3,17,-5,9
O=C(Nc1ccncc1)c1ccc(S(=O)(=O)Nc2ccccc2)cc1,5,5.0,2.9,9,0,19,-6,-19,-2
C/C(CC(=O)Nc1cccc(C(F)(F)F)c1)=N\NC(=O)C(=O)NCC(C)C,-7,0.3,-1.7,5,-19,-16,16,0,-12
Cc1cccc(C(=O)Nc2ccc(O)c3c(=O)cc(-c4ccccc4Cl)oc23)c1,8,-1.2,-1.0,8,-23,4,2,10,1
Cc1ccc(C(=O)CSc2n[nH]c(C)n2)cc1,20,-0.5,0.1,0,1,-4,6,4,-4
O=C(Nc1cccc(Cl)c1N1CCCC1)c1ccc([N+](=O)[O-])o1,-17,-1.2,-1.6,2,-26,2,8,-14,0
CC(=O)Nc1nc(-c2ccccc2)c(-c2ccccc2)o1,-17,1.5,-1.3,6,-5,-1,11,-7,-4
COc1ccccc1-c1csc(C(O)c2ccc(F)c(F)c2)n1 (configuration not stated),-27,/,/,-1,/,-2,-2,/,-5
NNC(=S)Nc1cccc(Cl)c1,-26,-0.8,0.0,0,-11,2,0,-2,-4
O=C1OC=NC1=Cc1ccccc1,-9,/,/,2,/,-16,12,/,0
CCOc1ccc(NC(=O)NNC(=O)c2ccc3ccccc3c2O)cc1,-4,8.3,-0.3,1,2,-2,3,0,-3
CCOC(=O)c1oc2nc(C(C)C)c3c(c2c1N)CCC3,15,-1.0,-2.5,0,-8,-2,5,-3,-3
COc1cc(CO)ccc1OCC(=O)Nc1ccc(Br)cc1,7,-0.4,0.6,6,8,-9,5,-27,-1
CS(=O)(=O)N1CCCC(C(=O)NCc2ccccn2)C1 (configuration not stated),2,0.0,-0.5,12,-4,-19,1,-1,3
CN=c1sc2ccccc2n1CC(O)c1ccccc1 (configuration not stated),-14,-0.5,-1.6,0,-23,-14,8,-5,-9
COc1nonc1NCn1nc(C)cc1C,-2,1.4,1.4,18,-7,-4,6,-1,-4
CCN(CC(=O)Nc1c(F)cccc1F)C(=O)c1cccc(S(=O)(=O)N(C)c2ccccc2)c1,-14,5.9,0.9,3,-17,-1,-5,-7,0
COc1ccc(N2CCN(C(=O)C3CCN(S(=O)(=O)c4ccc5c(c4)oc(=O)n5C)CC3)CC2)cc1,-11,1.1,2.2,5,-3,-6,7,13*,-1
COc1ccc(-c2coc3c(C(=O)NCC4CC4)cccc23)c(C)c1,-12,/,/,4,/,7,-8,/,-4
CC1=C(/C=C/C(C)=C/C=C/C(C)=C/C(=O)Nc2ccc(O)cc2)C(C)(C)CCC1,-12&-6,0.1,0.6,1&0,-19,-5&3,-3&13,-8,-1&5
Cc1nnn(-c2nonc2N)c1C(=O)NNC(=O)c1ccc(Cl)c(Cl)c1,9,2.4,-0.4,55*,-14,0,3,-13,1
N#CC1(NC(=O)COc2ccc(C(N)=O)cc2)CCCC1,-20,2.1,0.4,5,0,2,3,-10,-2
Cc1cccc(Cc2nnc(NC(=O)c3cccc(S(=O)(=O)N4CCOCC4)c3)s2)c1,-5,5.8,3.2,13,-18,-5,8,-17,-3
O=C(CN1CCN(c2ccc(O)cc2)CC1)NC(=O)NCc1ccco1,-12,0.1,0.1,1,-5,-8,6,-2,-2

Limited to V1aR counter (2 entries from above):
SMILES	V1aR counter
O=C(Nc1ccncc1)c1ccc(S(=O)(=O)Nc2ccccc2)cc1	5.0
C/C(CC(=O)Nc1cccc(C(F)(F)F)c1)=N\NC(=O)C(=O)NCC(C)C	0.3
